Screens as filed in PubChem.
AmpC no deterg – blocks E. coli AmpC beta-lactamase in detergent-free assay. AID 485341. AmpC nitrocefin hydrolysis, absorbance 480 nm, 0.0001% Triton. Potency, µM (top dose mostly 57.1 µM), inactives show at the top dose activity change, negative = inhibition, most hits filed as inhibitors. hit rate 0.52% among 330,000;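 also: potency is read from the fitted curve at half-maximal effect; plate controls were no compound for no effect and no enzyme for full effect; nearly all actives have a fitted effect of over 20% in size; some results filed as inactive show a strong effect at the top dose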
Target sequence (P00811 whole entry, looked up): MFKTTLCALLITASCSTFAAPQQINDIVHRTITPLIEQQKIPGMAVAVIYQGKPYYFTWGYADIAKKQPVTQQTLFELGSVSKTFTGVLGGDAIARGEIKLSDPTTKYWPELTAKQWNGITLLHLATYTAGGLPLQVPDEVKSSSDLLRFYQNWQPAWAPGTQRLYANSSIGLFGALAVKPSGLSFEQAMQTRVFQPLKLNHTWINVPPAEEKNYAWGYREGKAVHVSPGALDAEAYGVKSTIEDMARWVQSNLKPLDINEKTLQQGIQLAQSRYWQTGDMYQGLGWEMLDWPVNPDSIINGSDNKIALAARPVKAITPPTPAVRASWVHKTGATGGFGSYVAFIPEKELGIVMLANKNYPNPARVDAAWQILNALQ
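20 mM phosphate pH 7.0 + 0.01% (detergent screen) or 0.0001% Triton X-100; 5.3 nM AmpC reagent; cpd preinc 15 min RT; nitrocefin (800 uM stock) to start; A480 q20 s × 4 min; Activity was normalised to no-enzyme and no-compound control wells.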
TbPYK inhibitor – T. brucei pyruvate kinase inhibition. AID 624173. Potency, µM (top dose mostly 76.8 µM), inactives show at the top dose activity, negative = inhibition, usual class: inhibitors. Q57TT1. hit rate 0.12% among 410,000. TbPYK enzyme, Kinase-Glo Plus ATP luminescence, 45 min; also: potency is read from the fitted curve at half-maximal effect; nearly all actives have a fitted effect of over 50% in size
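Activity of T. brucei pyruvate kinase was followed by Kinase-Glo Plus luminescence after the enzyme reacted 45 min at room temperature with 130 uM ADP (final) and substrate. Test compounds were added before ADP at multiple concentrations.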
AMA1 RON2 block – inhibitors of Plasmodium falciparum AMA1-RON2 interaction. AlphaScreen AMA1-biotinylated RON2 peptide binding. Potency, µM (series often up to 58.2 µM), inactives show at the highest dose activity change, negative = inhibition, actives largely listed as inhibitors. hit rate 0.2% among 360,000. AID 720542;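 also: potency is read from the fitted curve at half-maximal effect; 0% = vehicle wells and -100% = peptide control; nearly all actives have a fitted effect of over 45% in size; some results filed as inactive show a strong effect at the top dose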
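AMA1 (3D7) with his tag at 25 nM final met compounds first, then biotinylated RON2 peptide at 25 nM; detection used donor plus acceptor beads, 10 µg/mL apiece, read by AlphaScreen after 30 min at room temperature.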
HCMV antiviral – blocks human cytomegalovirus replication. hit rate 4.5% among 410,000. AID 1259415. HFF cells, HCMV-luciferase reporter, 72 h; stronger effect = lower value. activity change, negative = inhibition, % at 57.5 µM; in the data active = activity change below about -60%; inconclusive = no clear call, values can overlap the other calls; inactive = above about -39%
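Two compound doses tested in HFFs infected with HCMV-luciferase, MOI 1 PFU/cell, 72 h at 37C. Lysate luminescence read with OneGlo; data normalized against buffer-only and 10uM Salinomycin inhibitor controls.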
LmPK inh – blocks Leishmania mexicana pyruvate kinase activity; Q27686; purified LmPK, Kinase-Glo ATP luminescence, 1 h; Potency, µM (highest dose often 57.5 µM), inactives show top-dose activity change, negative = inhibition, actives largely listed as inhibitors; hit rate 0.37% among 290,000; AID 1721; also: potency is read from the fitted curve at half-maximal effect
Target sequence (Q27686 whole entry, looked up): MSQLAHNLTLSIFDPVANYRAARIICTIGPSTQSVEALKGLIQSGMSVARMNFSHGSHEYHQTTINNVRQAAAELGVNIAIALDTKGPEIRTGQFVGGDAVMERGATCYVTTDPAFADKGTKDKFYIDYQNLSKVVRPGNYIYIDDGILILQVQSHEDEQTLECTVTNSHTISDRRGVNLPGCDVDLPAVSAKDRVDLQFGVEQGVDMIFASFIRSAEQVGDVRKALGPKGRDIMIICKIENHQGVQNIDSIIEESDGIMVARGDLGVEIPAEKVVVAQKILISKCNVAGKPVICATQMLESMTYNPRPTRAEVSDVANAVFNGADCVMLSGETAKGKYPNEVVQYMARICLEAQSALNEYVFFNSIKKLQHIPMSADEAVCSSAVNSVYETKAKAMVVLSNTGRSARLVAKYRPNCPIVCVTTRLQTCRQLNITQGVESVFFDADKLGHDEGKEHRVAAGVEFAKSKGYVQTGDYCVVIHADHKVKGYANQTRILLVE
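0.1 nM LmPK, 0.5 mM PEP, 0.1 mM ADP; 50 mM imidazole pH 7.2, 7 mM MgCl2, 50 mM KCl; 1 h RT. Kinase-Glo luminescence readout, normalized to no-enzyme (full inhibition) and uninhibited wells.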
HCV inhibitor – HCV inhibition. Huh7.5.1 HCVcc-Cre infection, luciferase reporter, 44 h. Potency, µM (doses to about 41.8 µM), without a hit: at the top dose activity change, negative = inhibition, hits mostly inhibitors. hit rate 3.4% among 340,000; also: potency is read from the fitted curve at half-maximal effect
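Reporter virus HCVcc-Cre (~0.5 moi) infects cells exposed to compound; seeding density 1,000 cells/well with 4 h settling beforehand. Luminescence, 15 sec read, taken 44 h post-infection following a 15 min RT substrate incubation.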
AmpC inh detg – inhibitors of E. coli AmpC beta-lactamase with detergent. P00811. AmpC hydrolysis of nitrocefin, absorbance 480 nm, 0.01% Triton. Potency, µM (series often up to 114 µM), for inactives: at the top dose activity change, negative = inhibition, most hits filed as inhibitors. hit rate 0.041% among 370,000. AID 485294;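 also: potency is read from the fitted curve at half-maximal effect; 0% = no-compound wells and -100% = no-enzyme wells; nearly all actives have a fitted effect of over 25% in size; some results filed as inactive show a strong effect at the top dose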
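AmpC (5.3 nM in the dispensed reagent) in 20 mM phosphate pH 7.0 with 0.01% (detergent screen) or 0.0001% Triton X-100 was preincubated with compounds for 15 min at room temperature. Nitrocefin was then added from an 800 uM solution, and hydrolysis was followed at 480 nm.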
Active calls of the source: *; ? = inconclusive; . = not tested or not shown; [ ] = remark or other dose. Unless noted, calls follow the shape of the dose curve; as a rule, active = well fitted curve in the direction sought with a large enough effect; inconclusive = small, poorly fitted or top-dose-only effect, or another doubt; inactive = no such curve, though single readings can be large; an effect the other way counts as inactive or inconclusive. Unless noted, % is scaled to controls: 0 for no effect and ±100 for the full control effect.

SMILES | AmpC no deterg | TbPYK inhibitor | AMA1 RON2 block | HCMV antiviral | LmPK inh | HCV inhibitor | AmpC inh detg
Nc1ncc(S(=O)(=O)c2ccc(Cl)cc2)c(N)n1 | -12.6% | -8.4% | -2.5% | -17.0 | 0.0% | 2.6% | 0.8%
COC(=O)c1scc(S(=O)(=O)C(C)C)c1N/N=C(\C#N)C(=O)c1ccc(Cl)cc1 | -32.3% | -13.6% | -1.8% | ? | 11.6% | ? | 6.5%
CN(C)S(=O)(=O)c1cccc(CSc2cccc[n+]2[O-])c1 | -2.6% | 0.9% | 0.0% | -11.8 | -0.9% | 13.2% | ?
CCOc1ccc(COC(=O)C2CC(=O)N(CCc3ccccc3)C2)cc1OC (stereo not drawn) | 105.2%[activator] | -1.2% | 8.6% | 0.0 | . | -2.5% | 4.0%
CCOC(=O)C1CCCN(C(=O)C2CCC(CNS(=O)(=O)c3ccc(NC(C)=O)cc3)CC2)C1 (stereo not drawn) | 57.6% | 4.1% | 13.2% | -17.6 | -1.0% | 7.6% | -1.9%
N#CC1C(C#N)N2CCCN2C1c1ccc(Br)cc1 (stereo not drawn) | -17.0% | -3.8% | 12.3% | 30.2 | -0.3% | 10.7% | -5.0%
S=C(Nc1ccccc1Cl)N1CCC(c2ccccc2)C1 (stereo not drawn) | -21.4% | 1.0% | -6.3% | 43.7 | -4.6% | 2.1% | -5.3%
Cc1ccccc1CN1C(=O)c2ccccc2S(=O)c2ccc(C(=O)N3CCOCC3)cc21 (stereo not drawn) | . | -15.9% | . | 21.8 | . | . | ?
CCOC(=O)CC1C(=O)NCCN1c1nc2c(C)cccn2c(=O)c1/C=C1\SC(=S)N(C(C)CC)C1=O (stereo not drawn) | 73.4%[activator] | 2.2% | -5.7% | . | -2.0% | ? | 7.3%
COc1ccc(-c2cc(C(F)(F)F)nc(SCC(=O)NCc3ccc(F)cc3)n2)cc1 | . | -6.2% | . | -23.6 | . | . | 20.0%
O=C(CCC(=O)Nc1ccc(F)cc1)N/N=C/c1ccc(O)cc1O | -22.3% | -8.6% | 8.1% | 1.7 | -2.4% | 0.2% | 5.2%
CC1(C)Cc2ccccc2-c2n[nH]c(=S)n21 | -33.4% | 2.82µM* | 12.0% | ? | 7.08µM* | -13.0% | -1.2%
O=S(=O)(c1ccccc1)C1(S(=O)(=O)c2ccccc2)CCCC1 | -9.4% | 4.5% | 4.9% | 10.2 | -4.4% | -16.8% | -0.3%
CCOC(=O)c1c(C)[nH]c(C(=O)OCC(=O)Nc2ccc(Cl)cn2)c1C | -20.9% | 4.9% | 59.4%[activator][11.6 µM] | -10.3 | . | 5.1% | 3.4%
CCCCn1c(SCC(=O)Nc2nnc(CC)s2)nc2ccccc2c1=O | -15.8% | 6.6% | -2.6% | -12.6 | 2.7% | -1.0% | -0.2%
Cc1ccc(CCNC(=O)c2cn(C)c3ccc(S(=O)(=O)N4CCCCC4)cc3c2=O)cc1 | . | -3.1% | . | -1.9 | . | . | -0.3%
O=C(c1noc2c1CCCC2)N1CCC(CO)(Cc2ccccc2Cl)CC1 | 78.5%[activator] | 1.9% | -0.5% | -15.3 | 0.6% | -24.3% | -2.6%
O=C(O)COc1cccc(/C=C2/SC(=S)N(Cc3ccccc3)C2=O)c1 | 2.5% | 5.0% | -28.3% | -33.3 | -1.5% | -1.5% | 0.1%
COc1cc(OC)c(NS(=O)(=O)c2cc3c(cc2C)NC(=O)CO3)cc1Cl | . | 1.5% | . | -20.6 | . | . | 18.0%
COc1ccc(CN2CCOCC2)c(C)c1C | -20.1% | 1.2% | 8.2% | -14.6 | -0.1% | 15.9% | -14.1%
CC(CCN1CC1)=NNC(=O)Nc1cccc2ccccc12 | . | 0.6% | 25.6% | -12.5 | . | ? | .
CCOC(=O)C(C)On1c(-c2ccccc2)nc2ccc([N+](=O)[O-])cc21 (stereo not drawn) | -1.9% | -4.7% | -11.7% | -18.3 | -10.9% | ? | -8.5%
O=C(COC(=O)CCCN1C(=O)c2cccc3cccc(c23)C1=O)Nc1cccc(Br)c1 | 52.1% | 3.2% | -0.9% | -11.6 | 3.9% | -3.6% | -3.8%
CC1=NN(C(=O)Cn2ccc([N+](=O)[O-])n2)C(O)(C(F)(F)F)C1 (stereo not drawn) | 0.5% | 13.2% | 36.5%[activator] | 16.2 | 18.2% | -6.9% | 0.8%
CSCCC(c1nc2ccccc2[nH]1)n1c(C)nc2ccccc21 (stereo not drawn) | . | 4.7% | -9.9% | 24.3 | . | . | .
COc1ccc(N2CCN(C(CNC(=O)C(C)(C)C)c3ccco3)CC2)cc1 (stereo not drawn) | 1.4% | -0.3% | -4.4% | 0.0 | 2.4%[11.5 µM] | 7.5% | 2.0%
O=C(OCCN1C(=O)c2ccccc2C1=O)c1ccco1 | -6.8% | -2.0% | 37.7%[activator] | 12.4 | 3.1% | -1.1% | ?
CCCNC(=O)C1(C)CCCN(Cc2ccsc2)C1 (stereo not drawn) | . | 0.3% | 4.6% | 0.3 | . | . | .
Cc1ccc(Cl)cc1-n1ncc2c(NCCCn3ccnc3)ncnc21 | . | -7.3% | . | -15.1 | . | . | -5.6%
CCCn1ccc2c(OCC(=O)Nc3cc(C)ccc3C)cccc2c1=O | . | -0.7% | . | -3.0 | . | . | 6.3%
O=C(CN1C(=O)NC2(CCCC2)C1=O)N1CCN(c2ccccc2Cl)CC1 | -6.3% | 0.6% | 0.3% | -26.7 | . | ? | ?
CC(C)Cc1nnc(NC(=O)CCC(=O)NC2CCCc3ccccc32)s1 (stereo not drawn) | -17.7% | -14.8% | -12.9%[2.32 µM] | 2.6 | -0.4% | -1.0% | -4.2%
Cc1oc2ccc(O)c(CN3CCOCC3)c2c1C(=O)Nc1ccccc1 | . | 0.8% | . | 14.3 | . | . | 16.7%
O=C(O)c1nc(-c2ccccc2)c(C(=O)NC2CC2)[nH]1 | . | -4.5% | 13.4% | -21.3 | . | . | .
Cc1cc([N+](=O)[O-])cc(C)c1OCC(=O)N/N=C/c1ccc(OC(=O)c2ccccc2)cc1 | 53.4% | 4.9% | -14.1% | -35.4 | -0.5% | -1.6% | -2.1%
COc1ccc(-c2nc(S(=O)(=O)c3ccc(C)cc3)c(N3CCCCC3)o2)cc1 | . | 2.6% | . | -7.2 | . | . | 8.8%

Exported with two lines to a compound: 4 of the compounds above
Screens in order: AmpC no deterg, TbPYK inhibitor, AMA1 RON2 block, HCMV antiviral, LmPK inh, HCV inhibitor, AmpC inh detg
- COc1ccc(N2CCN(C(CNC(=O)C(C)(C)C)c3ccco3)CC2)cc1 (stereo not drawn)
    1.4%, -0.3%, -4.4%, 0.0, 2.4%[11.5 µM], 7.5%, 2.0%
- O=C(OCCN1C(=O)c2ccccc2C1=O)c1ccco1
    -6.8%, -2.0%, 37.7%[activator], 12.4, 3.1%, -1.1%, ?
- CCCNC(=O)C1(C)CCCN(Cc2ccsc2)C1 (stereo not drawn)
    ., 0.3%, 4.6%, 0.3, ., ., .
- Cc1ccc(Cl)cc1-n1ncc2c(NCCCn3ccnc3)ncnc21
    ., -7.3%, ., -15.1, ., ., -5.6%

Other entries:
SMILES | AmpC no deterg | TbPYK inhibitor | AMA1 RON2 block | HCMV antiviral | LmPK inh | HCV inhibitor | AmpC inh detg
Cc1ncsc1C(=O)Nc1nc2c(s1)CCCC2 | -2.0% | ? | 4.8% | 90.7 | ? | -3.6% | -18.6%
Cc1nc2ccccc2n1CC(=O)OCC(=O)NC1CC1 | -22.8% | 3.8% | 5.7% | -7.7 | 10.4% | -7.6% | 6.2%
COc1ccc(C(=O)NC2CCCc3c2cnn3-c2cc(F)cc(F)c2)c(OC)c1OC (stereo not drawn) | 132.5%[activator] | -0.1% | 2.7% | 5.7 | -1.4% | ? | ?
CCOc1ccc(CN2CCN(Cc3cc4ccccc4[nH]3)CC2CCO)cc1 (stereo not drawn) | 139.6%[activator] | -3.3% | -2.0% | -4.9 | 6.2% | -17.2% | 2.3%
CCCN1CCN(C(=O)c2ccc(CS(=O)c3ccc(F)cc3)o2)CC1 (stereo not drawn) | -3.0% | -9.7% | 6.4% | 15.1 | 0.1% | 7.6% | 4.2%
CC(=O)N1c2ccccc2N(Cc2ccc([N+](=O)[O-])cc2)C(=O)C1(C)C | -4.8% | -13.1% | -3.4% | ? | 0.1% | 8.1% | -0.6%
NC(=S)C(c1ccccc1)c1ncc(C(F)(F)F)cc1Cl (stereo not drawn) | -25.9% | 1.7% | 24.9% | ? | 7.6% | 8.8% | -0.1%
CCC(C)NC(=O)c1cn(CC)c2cc(N3CCN(C(=O)c4ccco4)CC3)c(F)cc2c1=O (stereo not drawn) | 173.2%[activator] | -2.6% | 2.6% | -22.9 | 5.8% | 14.1µM* | 3.1%
O=C(CC[C@H]1O[C@@H](n2ccc(=O)[nH]c2=O)[C@H](O)[C@@H]1O)NCc1ccco1 | . | -1.9% | -1.8% | 43.6 | . | . | .
Cn1cc(CN2CCCC(C(=O)Nc3cccc(-n4cccn4)c3)C2)cn1 (stereo not drawn) | -7.6% | -11.2% | -1.6% | -7.5 | 2.2% | 2.5% | ?
N#Cc1cc(C(=O)c2cc(Cl)ccc2O)cn(CC2CCCO2)c1=O (stereo not drawn) | -27.8% | -7.7% | 8.8% | -13.5 | 2.7% | -11.6% | 12.2%
O=C(CN1C(=O)NC(c2ccccc2)(c2ccccc2)C1=O)NC1CCS(=O)(=O)C1 (stereo not drawn) | 2.2% | -5.1% | -0.4% | 24.9 | . | 13.0% | -8.2%
CC1C(=O)Nc2ccc(S(=O)(=O)NCCc3ccc(Cl)cc3)cc2NC1=O (stereo not drawn) | -22.1% | -5.8% | -0.4% | 35.7 | 2.4% | -5.9% | 3.4%
Nc1nccnc1C(=O)OCC(=O)Nc1ccc2[nH]c(=O)[nH]c2c1 | -5.4% | -6.7% | 14.1% | -14.7 | . | -4.3% | ?
CC(C)C(NC(=O)c1ccc(C(C)(C)C)cc1)C(=O)N1CCC(C(N)=O)CC1 (stereo not drawn) | 83.8%[activator] | 3.5% | -2.1%[11.6 µM] | -19.2 | . | 8.7% | ?
CN1CCC(=NNC(=O)c2cn(-c3ccccc3)nc2-c2ccccc2)CC1 | ? | -2.4% | 66.5%[activator] | -24.7 | 5.1% | -7.7% | -2.2%
COC(=O)c1ccc(C(=O)Nc2cc(Cl)ccc2Cl)cc1NC(=O)c1ccccc1C | -15.0% | -1.1% | 25.7% | ? | 4.9% | -7.1% | -3.0%
O=C(N[C@@H](Cc1c[nH]c2ccccc12)C(=O)O)OCC1c2ccccc2-c2ccccc21 | 0.0% | 6.6% | -13.8% | -7.5 | . | 16.7% | ?
